GPR151 activ: human GPR151 activation; PathHunter beta-arrestin GPR151 cells, luminescence; activation, % at 11.2 µM; 650,000 compounds, 1% hits; AID 1508602; in the data active means activation above about 4.9%;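 further: 0% = median of compound wells and 100% = cells with positive control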
Target sequence (Q8TDV0 whole entry, looked up): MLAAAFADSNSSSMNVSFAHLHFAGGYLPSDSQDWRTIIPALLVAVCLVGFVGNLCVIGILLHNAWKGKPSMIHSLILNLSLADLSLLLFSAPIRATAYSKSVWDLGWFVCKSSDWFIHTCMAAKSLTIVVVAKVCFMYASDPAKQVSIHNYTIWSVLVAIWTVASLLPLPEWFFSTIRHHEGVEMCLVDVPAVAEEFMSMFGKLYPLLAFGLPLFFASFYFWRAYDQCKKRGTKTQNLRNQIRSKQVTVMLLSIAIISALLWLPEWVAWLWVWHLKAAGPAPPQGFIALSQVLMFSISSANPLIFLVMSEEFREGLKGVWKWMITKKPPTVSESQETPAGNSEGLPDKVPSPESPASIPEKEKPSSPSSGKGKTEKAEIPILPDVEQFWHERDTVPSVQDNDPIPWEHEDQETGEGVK
FBW7 activator: human FBW7 E3 ligase activation, primary screen; Q969H0; AlphaScreen FBW7–phospho-cyclin E peptide binding, activator screen; normalized activity (activation), % at 26.1 µM; 650,000 compounds, 0.13% hits; in the data active means normalized activity above about 1.9%;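 further: purified mutant Fbw7 with reduced substrate affinity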
MITF inh: human MITF inhibition, primary screen. 650,000 compounds, 0.91% hits. inhibition, % at 2.6 µM. AlphaScreen MITF homodimerization, bead proximity signal. AID 1259374. O75030; in the data active means inhibition above about 50%;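 further: 0% = vehicle wells with protein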
Target sequence (O75030 whole entry, looked up): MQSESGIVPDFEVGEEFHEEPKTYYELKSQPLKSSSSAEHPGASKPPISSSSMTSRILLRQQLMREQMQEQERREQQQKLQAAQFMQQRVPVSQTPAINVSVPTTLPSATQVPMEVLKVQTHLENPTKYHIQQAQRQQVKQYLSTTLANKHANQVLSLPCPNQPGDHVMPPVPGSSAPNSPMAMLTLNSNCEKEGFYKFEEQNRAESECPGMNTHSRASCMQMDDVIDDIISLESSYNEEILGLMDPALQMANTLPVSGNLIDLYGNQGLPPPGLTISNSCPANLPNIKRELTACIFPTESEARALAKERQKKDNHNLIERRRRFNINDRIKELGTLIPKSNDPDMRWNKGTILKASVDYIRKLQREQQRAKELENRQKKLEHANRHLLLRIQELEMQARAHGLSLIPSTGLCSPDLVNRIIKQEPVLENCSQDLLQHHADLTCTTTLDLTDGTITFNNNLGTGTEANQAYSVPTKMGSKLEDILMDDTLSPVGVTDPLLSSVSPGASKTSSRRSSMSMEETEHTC
TEAD-YAP block: TEAD-YAP interaction inhibition | HEK-TIYL cells, TEAD-Gal4/YAP UAS-luciferase luminescence | inhibition, % at 9.12 µM | 640,000 compounds, 1.4% hits; in the data active means inhibition above about 32%;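 further: 0% = median of test compound wells and 100% = reference inhibitor wells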
The depositor's hits bear a star.

Order of values: GPR151 activ	FBW7 activator	MITF inh	TEAD-YAP block
O=C(C1=C(O)C(=O)N(CCc2ccccc2)C1c1ccc(Br)cc1)c1cccs1 (stereo not drawn)
→ 0.5	0.5	3.7	-23.4
O=c1[nH]c(CSc2nc3ccccc3[nH]2)nc2ccccc12
→ 1.4	0.1	9.0	-60.1
COc1ccc(-n2nc3c(c2NC(C)=O)CSC3)cc1
→ 0.2	-0.1	-9.0	-5.0
O=C1c2ccccc2-c2cc(Br)cc3cccc1c23
→ -1.0	-0.2	-3.8	0.1
O=C(C1CCC(Cn2c(=S)[nH]c3ccsc3c2=O)CC1)N1CCCCC1 (stereo not drawn)
→ -0.7	0.1	11.0	4.1
CCN(CC)CCN1C(=O)C(O)=C(C(=O)/C=C/c2ccccc2)C1c1ccccc1OC (stereo not drawn)
→ 0.4	0.0	10.9	7.5
O=C(OCc1ccc(I)cc1)c1ccco1
→ 4.5	0.2	-5.8	14.7
O=C(c1ccco1)N1CCN(Cc2ccncc2)CC1
→ -0.7	-0.5	82.5*	-1.3
COc1cc(C(=O)On2c(C)nc3ccccc3c2=O)cc(OC)c1OC
→ -1.1	0.1	9.5	2.9
CCC(C)NC(=O)c1ccccc1NC(=O)C(C)N(c1ccccc1)S(C)(=O)=O (stereo not drawn)
→ -2.3	0.2	-201.0	-0.6
COc1cc(-c2cnc(N)c(N3CCN(C)CC3)n2)cc(OC)c1OC
→ -0.1	0.8	10.9	-0.4
CC1CCCN(C(=O)COc2ccc(F)cc2)C1 (stereo not drawn)
→ 0.7	0.1	3.3	-12.2
COCCNC(=O)CCc1c(C)nc2cc(-c3ccc(Cl)cc3)nn2c1C
→ -0.4	1.4	-3.6	-14.8
CCN(c1cccc(C)c1)S(=O)(=O)c1ccc2[nH]cc(C(=O)N(CCc3ccccc3)Cc3ccccc3)c(=O)c2c1
→ 1.7	-0.2	-2.6	11.1
O=C(CN1CCN(Cc2ccccc2Cl)C1=O)NCc1ccco1
→ 0.2	-0.2	5.9	9.7
CCCNc1nc(Nc2cnccn2)ncc1C
→ 0.0	-0.1	0.3	3.0
CCCCN(CCCC)c1ncnc2nc[nH]c12
→ 0.6	-0.3	-8.8	11.6
CCCCCOc1ccc(C(=O)Nc2c(C(N)=O)oc3ccccc23)cc1
→ 4.9*	0.0	6.2	1.3
COc1ccc(C2=NN(c3ccccc3)C(c3ccc(F)cc3)C2)cc1 (stereo not drawn)
→ 0.4	0.6	-29.4	-0.3
Cc1ccc(CC(=O)N2CC(=O)Nc3ccccc32)cc1
→ 3.6	0.0	6.4	45.1*
CCOC(=O)C1CCN(C(=O)COc2cc(C)c(Br)cc2C)CC1
→ 0.9	-0.3	-13.8	-4.2
O=C(Oc1ccc(N2C(=O)C3CCCCC3C2=O)cc1)c1ccccc1 (stereo not drawn)
→ -0.8	0.3	7.1	1.6
COc1cc2c(cc1OC)C(C(=O)N1CCCCC1)C(c1ccccc1F)N(C)C2=O (stereo not drawn)
→ 0.5	-0.1	5.0	-2.6
O=C1OC(c2cccc(Cl)c2Cl)=N/C1=C/c1cccc([N+](=O)[O-])c1
→ 0.4	0.1	6.2	14.6
CC1CCCC(NC(=O)c2ccc3snnc3c2)C1C (stereo not drawn)
→ -0.6	0.0	7.9	-10.6
Cc1cccc(NC(=O)c2ccccc2NC(=O)c2cccc(S(=O)(=O)N3CCOCC3)c2)c1
→ 0.1	0.1	14.2	4.1
COc1cc(CN2CCc3nnc(CCc4ccccc4)n3CC2)cc(OC)c1OC
→ 7.1*	0.1	5.4	17.7
CCN(CC)c1ccc(CN(C(=O)c2ccco2)C2CCS(=O)(=O)C2)cc1 (stereo not drawn)
→ -0.2	-0.3	-1.6	-0.7
COc1ccc(-c2cn3c(C)c(C(=O)NC4CCCCC4)sc3n2)cc1
→ -0.3	0.2	3.6	-1.2
COC(=O)Cn1cnc2scc(-c3ccc(C)cc3)c2c1=O
→ -1.8	0.2	10.9	-1.3

Sorted by count of non-hydrogen atoms (highest first): some entries from above
Order of values: GPR151 activ	FBW7 activator	MITF inh	TEAD-YAP block
COc1cc(CN2CCc3nnc(CCc4ccccc4)n3CC2)cc(OC)c1OC
→ 7.1*	0.1	5.4	17.7
CCN(CC)c1ccc(CN(C(=O)c2ccco2)C2CCS(=O)(=O)C2)cc1 (stereo not drawn)
→ -0.2	-0.3	-1.6	-0.7
COc1ccc(C2=NN(c3ccccc3)C(c3ccc(F)cc3)C2)cc1 (stereo not drawn)
→ 0.4	0.6	-29.4	-0.3

The list continues.
Order of values: GPR151 activ	FBW7 activator	MITF inh	TEAD-YAP block
N[C@@H](Cc1ccc(Br)cc1)C(=O)N1CCC(C(=O)Nc2ccncc2)CC1
→ 0.6	0.1	12.2	2.1
CC(NC(=O)c1cc(-c2cccs2)on1)c1ccccc1 (stereo not drawn)
→ 0.2	0.0	15.8	-10.0
O=[N+]([O-])c1ccc(C(O)C(CO)NCc2ccc(Cl)c(Cl)c2)cc1 (stereo not drawn)
→ 0.1	-0.1	26.1	-9.7
CCOC(=O)C1=C(N)N(c2ccc([N+](=O)[O-])cc2)C2=C(C(=O)CCC2)C1c1ccccc1 (stereo not drawn)
→ -0.1	-0.3	4.1	-10.9
CCCOc1ccc(/C=C2\SC(=S)N(CC(=O)O)C2=O)cc1OC
→ -0.6	0.0	20.4	6.0
COc1cc(OC)cc(-n2nc(C(=O)NCc3ccco3)c3ccccc3c2=O)c1
→ 0.7	0.0	-0.2	12.3
CCOc1ccc2nc(SCc3nnc(-c4cc(OC)c(OC)c(OC)c4)o3)[nH]c2c1
→ 1.7	0.1	-19.4	7.1
CCOc1cc(CNC2CCCC2)cc(Br)c1OCC(N)=O
→ 0.2	-0.1	11.7	8.8
O=C(CCS(=O)(=O)c1ccccc1)Nc1ccc2c(c1)OCO2
→ -0.5	-0.1	1.5	-73.2
CCOc1ccc(NC(=O)c2c(-c3ccccc3Cl)noc2C)c([N+](=O)[O-])c1
→ 0.0	-0.2	21.5	4.9
OCCC1CN(Cc2ccc(F)cc2)CCN1Cc1cccs1 (stereo not drawn)
→ 0.4	0.3	17.3	-3.0
Nc1nc(CN2CCN(c3ccccc3)CC2)nc2cc(Cl)ccc12
→ -0.8	0.5	8.4	-3.9
CCCCCCCCn1ncc(O)c(Cl)c1=O
→ -1.4	0.1	19.7	8.8
CCN(CC)CCNC(=O)c1sc2ncn(CC(=O)Nc3cccc(C(F)(F)F)c3)c(=O)c2c1C
→ -0.7	-0.3	13.4	1.5
O=C(CCNc1n[nH]c(=O)[nH]c1=O)N1CCCCC1
→ 1.3	-0.1	8.7	7.8
NC(=O)c1cc(-c2ccccc2)sc1NC(=O)c1cccs1
→ -0.7	0.4	6.5	2.8
CC(C)OC(=O)c1c(NC(=O)c2cnn3cccnc23)sc2c1CCCC2
→ 1.0	0.1	1.0	-1.0
COC(=O)c1sc(NC(=O)c2cccc(I)c2)nc1C
→ -1.6	0.0	2.2	-45.8
CCCn1c(SCC(=O)Nc2cccc(O)c2)nnc1-c1ccccn1
→ -1.0	0.0	-0.6	-2.2
CNC(=O)C1CC(=O)N/C(=N\N=C(/C)c2cccs2)S1 (stereo not drawn)
→ -0.8	-0.1	-10.3	-5.6
Cc1cnc(NCCN2CCOCC2)nc1Nc1ccc(N2CCOCC2)cc1
→ -0.2	-0.1	-2.6	6.6
COc1cc(C)c(NS(C)(=O)=O)cc1C(C)C
→ 0.0	0.0	9.3	14.2
CC(=O)Oc1ccc(NC(=O)COc2ccccc2C)c(C(=O)O)c1
→ 1.6	0.2	18.9	5.1
CCOc1cc(/C=c2\sc3nc4cc(C)c(C)cc4n3c2=O)ccc1OCc1ccccc1
→ 0.1	0.0	6.0	-0.3
C=C(c1ccccc1)c1ccc(N(C)C)cc1
→ 1.0	-0.1	13.8	0.1
Cc1ccc(Cn2ccccc2=NC(=O)c2cccc(S(=O)(=O)N3CCCCC3)c2)cc1
→ -0.8	-0.1	3.4	3.5
O=C(c1ccc(Cl)cc1)c1ccc(NC(=O)c2cc(Br)ccc2NS(=O)(=O)c2ccc(Cl)cc2)cc1Cl
→ 0.5	0.0	14.7	7.7
CCCn1c(=S)[nH]c2cc(C(=O)NCCc3ccc(Cl)cc3)ccc2c1=O
→ 0.8	0.2	0.2	1.4
CCn1ccnc1C(O)c1ccc(OCc2ccccc2)cc1 (stereo not drawn)
→ -0.2	0.6	20.1	0.3
CCOc1ccc2cc(C#N)c(SCC(=O)NCc3ccccc3)nc2c1
→ 1.3	0.0	-5.6	-4.7
CCOC(=O)c1c(NC(=O)CSc2nnc(CNC(=O)Cc3ccccc3)n2-c2cccc(Cl)c2)sc2c1CCC2
→ -0.6	0.1	-1.1	-5.5
CCOC(=O)CN1C(=O)S/C(=C/c2cc(OC)c(OC)cc2Cl)C1=O
→ -0.2	0.0	-4.5	-4.3
C/C(N)=C(/C#N)C(=O)COC(=O)c1ccc(-c2ccccc2)cc1
→ 0.2	0.0	-1.4	2.1
Cc1ccc(N=Cc2ccc(O)cc2O)c(C)c1
→ 0.0	0.0	-8.8	-3.3
CN1CCC(Oc2cc(-c3cn[nH]c3)ccc2NC(=O)C2COc3ccc(F)cc3C2)C1 (stereo not drawn)
→ -0.8	-0.3	7.6	7.9
CC(Cn1cncn1)Nc1nncc(-c2ccc3c(c2)OCO3)n1 (stereo not drawn)
→ -0.2	-0.1	-1.3	14.3
O=S(=O)(c1cc(N=Cc2cccnc2)ccc1Cl)N1CCOCC1
→ 3.2	0.1	6.3	0.6
COc1cccc(-c2nc(-c3ccccc3)c(-c3cc([N+](=O)[O-])ccc3C)[nH]2)c1
→ -0.3	0.0	18.4	2.6
COc1ccc(-n2nc3cc(C)c(NC(=O)c4ccc(-c5cccc(Cl)c5C)o4)cc3n2)cc1
→ 0.2	0.0	9.9	0.4
Cc1cc(OCC(=O)Nc2ccc(S(=O)(=O)Nc3onc(C)c3C)cc2)ccc1Cl
→ 0.1	0.0	11.2	6.8
O=C(Nc1ccc(S(=O)(=O)N2CCCCC2)cc1)c1ccc(Cl)cc1Cl
→ 0.6	0.0	-4.5	-3.8
COc1cccc(OC)c1C(=O)Nc1ccc(-c2nc3ncccc3o2)cc1
→ -0.7	-0.1	8.0	-6.0
CC(NC(=O)Cc1cccs1)C(c1cccs1)N1CCN(C)CC1 (stereo not drawn)
→ -0.3	0.7	-0.8	4.7
O=C(CSc1cc(-c2ccccc2)ncn1)Nc1ccc2c(c1)OCCO2
→ -0.4	0.0	0.5	1.2
O=C1CSc2ccc(C(=O)NCCCN3CCC(Cc4ccccc4)CC3)cc2N1
→ -0.3	-0.2	-9.3	11.8
CCOC(=O)C1CCN(Cc2c(C(=O)OC)nnn2-c2nonc2N)CC1
→ 1.3	0.2	-10.9	5.1
CCc1nnc(N2C(=N)SCC2=O)s1
→ 1.4	-0.2	-2.0	1.0
CCc1nnc(NC(=O)CCCOc2ccc(Cl)cc2)s1
→ -1.3	-0.3	16.3	-9.8
CCCc1nc2ccccc2c(=O)n1NC(=O)c1c(O)c2cccc3c2n(c1=O)CCC3
→ 0.3	0.2	10.4	8.5
O=C(NN(C(=O)C1CC1)c1nc2ccccc2s1)C1CC1
→ -0.2	0.0	7.1	-0.6
Cc1cccc(-n2cc(-c3ccccc3)c3c(N4CCCCC4)ncnc32)c1
→ 2.6	-0.2	1.9	-1.8
CCOC(=O)c1c(NC(=O)c2ccc(F)cc2)sc2c1CCC(CC)C2 (stereo not drawn)
→ -0.3	0.0	0.6	8.9
CC1C(O)CC(c2ccc(Cl)cc2)NC1c1ccc(Cl)cc1 (stereo not drawn)
→ 0.0	0.1	37.2	8.5
Cc1ccc2ccccc2c1CSc1nnnn1-c1ccc(C(=O)O)cc1
→ -0.1	0.2	17.1	4.7
CC(=O)N(CCn1cccn1)c1nc2c(Cl)cccc2s1
→ 0.1	0.2	-2.5	-8.4
N/C(=N\OC(=O)COc1cccc2ccccc12)c1cccnc1
→ -1.6	-0.1	39.4	-4.6
O=c1c(C=NCCc2ccccn2)c(CSc2ccc(Cl)cc2)[nH]n1-c1nc2ccccc2s1
→ 0.9	-0.1	65.1*	-0.1
Cc1ccc(SCC(=O)Nc2ccc3scnc3c2)cc1
→ -1.2	0.0	-7.4	-66.5
O=C(CCOc1ccccc1)Nc1ccc(-c2nnc3n2CCCCC3)cc1
→ 0.8	0.0	-11.0	12.0
Cc1cc(C(=O)CN2C(=O)C(=O)N(Cc3ccco3)C2=O)c(C)n1-c1ccccc1
→ 2.9	0.0	1.2	7.2
CCS(=O)(=O)c1nc2ccccc2n1CC(N)=O
→ 1.2	-0.2	3.6	6.2

Bioassay records from PubChem.
